SRC3 TRFRET art: TR-FRET artefact, counter-screen to PPARgamma/SRC-3 agonist assay | PPARgamma/SRC-3 format; stronger effect = higher value | TR-FRET ratio at 8 µM | 99,000 tested, 0.39% active | AID 1048; in the data active = TR-FRET ratio above about 2000; note: inactives centre near 1600; reference of the scale not given here
SRC1 TRFRET art: counter-screen for PPARgamma SRC-1 recruitment agonists: TR-FRET artefact; AID 1051; TR-FRET detection artefact counter-screen, emission ratio; stronger effect = higher value; 99,000 tested, 0.34% active; TR-FRET ratio at 8 µM; in the data active = TR-FRET ratio above about 2300; note: inactives centre near 1800; reference of the scale not given here
Starred values were filed as active, the others as inactive. A portion of the library, so the mix of outcomes need not match the whole.

molecule	SRC3 TRFRET art	SRC1 TRFRET art
Cc1ccc(NC(=O)CCC(=O)NNC(=O)COc2ccccc2)cc1C	1707	1836
Cc1cc(NC2CCCCC2)n2c(n1)nc1ccccc12	1670	1754
O=[N+]([O-])c1cccc(/C=C/C=N/Nc2nc(N3CCCCC3)nc(N3CCCCC3)n2)c1	1465	1661
COC(=O)c1ccc(CSc2ccc3nnc(-c4ccc(F)cc4)n3n2)o1	1659	1731
Cc1cccc(N(CC(=O)NC2CCCCC2)C(=O)Cn2nnc(-c3ccc(C)o3)n2)c1	1647	1919
Cc1ccc(NC(=O)C(NC2CCCc3ccccc32)c2ccccc2)c([N+](=O)[O-])c1 (stereo unspecified)	1776	2178
C/C(=N\NC(=O)c1ccccc1O)c1ccc(Br)s1	1461	1991
CCc1cccc(CC)c1NC(=O)COC(=O)c1ccc(F)c(S(=O)(=O)N(CC)CC)c1	1663	1852
Cc1cc(N/C=C\c2nnnn2-c2ccccc2)no1	1530	1717
CCCOc1ccc(N2C(=O)CC(NNC(=O)c3ccc(COc4ccccc4)o3)C2=O)cc1 (stereo unspecified)	1633	1946
Cc1[nH]n2c(=O)c3c(nc2c1-c1ccc(F)cc1)CCCC3	1439	1649
CC1(C)CC(=O)C(=CN2CCOCC2)C(=O)C1	1621	1940
COc1ccc(-c2nc(CN3CCCCC3CCc3ccccn3)c(C)o2)cc1 (stereo unspecified)	1463	1547
CC(C)(C)n1nc2c(c1NC(=O)c1cc3ccccc3o1)CSC2	1633	1759
COc1cc(-c2nc3ccc4ccccc4c3c3c2CCC3)ccc1O	1479	1636
O=c1nc(-c2ccccc2)n(-c2ccc(Cl)cc2)[nH]1	1339	1570
CCOc1ccc(-n2c(=S)sc3c(=O)[nH]c(SCC(=O)C(C)(C)C)nc32)cc1	1533	1696
O=[N+]([O-])c1cccc(NC(=S)N2CCOCC2)c1	1631	2010
CCCCCCn1c(SCC(=O)OC)nc2c1c(=O)[nH]c(=O)n2C	1698	1831
Cc1sc2nc(Cc3ccccc3)[nH]c(=O)c2c1-c1ccccc1	1569	1836
COc1ccc(/C(C)=N/Nc2ccc(C(=O)O)cc2)cc1OC	1636	1616
COc1ccc(C2CC(c3ccccc3)=NN2C(=O)CSc2ncccn2)cc1 (stereo unspecified)	1428	1895
Cc1ccc(S(=O)(=O)N2CCN(C(=S)NCCc3ccccc3)CC2)cc1	1617	1971
CCCN(Cc1ccccc1)C(=S)Nc1ccc(F)cc1	1451	1967
O=C(NCc1nnc(SCc2ccc(C(F)(F)F)cc2)n1-c1ccccc1)C12CC3CC(CC(C3)C1)C2	1659	1897

Entries of single compounds as entered above.
Shown for COc1cc(-c2nc3ccc4ccccc4c3c3c2CCC3)ccc1O → SRC3 TRFRET art: 1479; SRC1 TRFRET art: 1636
Shown for CCCN(Cc1ccccc1)C(=S)Nc1ccc(F)cc1 → SRC3 TRFRET art: 1451; SRC1 TRFRET art: 1967

Other structures.
molecule	SRC3 TRFRET art	SRC1 TRFRET art
CCOc1ccccc1NC(=O)Nc1cc(C(=O)O)ccc1C	1561	1790
COc1ccccc1NC(=O)Cn1nnc(-c2ccccc2NC(=O)c2cnccn2)n1	1496	1482
COc1cccc(C(=O)NCCSc2ccc(C)cc2)c1	1696	1815
CC(C)(C)NCc1ccc(OCc2cccs2)cc1	1623	1980
Cc1cc(C)n(CCN(C)c2nc3nonc3nc2N2CCCCC2)n1	1451	1895
COc1cccc(/C(O)=C/c2nc3ccc(C(=O)NCCc4cccc(C)c4)cc3[nH]c2=O)c1	1700	1936
Cc1cccc(OCCn2c(=O)oc3ccc(C)cc32)c1	1816	1936
O=C1NC(c2cccc(Cl)c2)Nc2ccccc21 (stereo unspecified)	1366	1807
CCOc1ccc(C(C)NC(=O)CCC(=O)O)cc1 (stereo unspecified)	1469	1882
Cc1nn(Cc2cccc3ccccc23)c(C)c1NC(=O)c1cccnc1	1721	1940
CCCOc1ccc(C(=O)NCC(c2cccs2)N(C)C)cc1 (stereo unspecified)	1773	1935
O=C(C[n+]1ccsc1)c1ccccc1	1495	1830
CC(C(=O)NCCS(=O)(=O)c1ccc(Cl)cc1)S(=O)(=O)c1ccc(Cl)cc1 (stereo unspecified)	1521	1875
C#CCN1C(=O)S/C(=C/C=C/c2ccc(N(C)C)cc2)C1=O	1526	1841
O=C(COC(=O)c1cccc([N+](=O)[O-])c1)c1ccc(OCc2ccccc2)cc1	1367	1379
COc1cccc(NC(=O)CCN2C(=O)c3ccc([N+](=O)[O-])cc3C2=O)c1	1423	1595
COCCSc1ccccc1C(=O)Nc1cc([N+](=O)[O-])ccc1OC	1972	1968
O=C(Nc1ccc(S(=O)(=O)NCC2CCCO2)cc1)c1cnccn1 (stereo unspecified)	1528	1909
O=[N+]([O-])c1cc(S(=O)(=O)Nc2ccccc2)ccc1N1CCN(c2ccccc2)CC1	1599	1708
O=C(Nc1nccs1)c1ccc(S(=O)(=O)N2CCOCC2)cc1	1663	1823
COc1cccc(CNC(=O)c2cccc(Br)c2)c1	1732	1783
COc1cccc(/C(O)=C/c2nc3ccc(C(=O)NCCc4ccc(Cl)cc4)cc3[nH]c2=O)c1	1641	1712
CC(NC(=O)C(NC(=O)C(Cc1c[nH]c2ccccc12)NC(=O)OC(C)(C)C)C(C)C)C(N)=O (stereo unspecified)	1540	1754
O=C(CN1C(=O)CC(c2ccccc2)S(=O)(=O)c2ccccc21)N1CCCCC1 (stereo unspecified)	1483	1764
O=C(N=Nc1c(O)[nH]c2ccccc12)c1cc(-c2ccc(F)cc2)n[nH]1	1587	2031
O=C(CN1CC[n+]2c(-c3cccs3)csc21)c1ccc(-c2ccccc2)cc1	1554	1726
CCn1c(CNC(=O)c2ccco2)nnc1SCC(=O)c1ccc(OC)cc1	1783	1805
CC(C)c1csc(CN2CCC(N3CCC(C(=O)N4CCOCC4)CC3)CC2)n1	1546	1646
N#C/C(=C\c1cccc(OC(=O)c2cccs2)c1)C(N)=O	1472	1801
CCCCNC(=O)c1cccnc1SCC(=O)Nc1ccccc1OC	1699	1615
O=C(CCN1C(=O)C2CCCCC2C1=O)Nc1ccc(F)c(F)c1F (stereo unspecified)	1662	1818
CC(=O)C1=C(C)NC(=O)NC1/C=C/c1ccccc1 (stereo unspecified)	1851	2112
O=C(O)c1ccc(N2C(=O)CC(SC(=NCc3ccc4c(c3)OCO4)Nc3ccc(F)cc3)C2=O)cc1 (stereo unspecified)	1730	1693
CCNC(=O)Nc1ccc(-n2nc(C)c(C(=O)OCC)c2C)nc1	1626	1827
Cc1ccc(-c2[nH]c(-c3ccc(Cl)cc3)nc2SCC(=O)NCC2CCCO2)cc1 (stereo unspecified)	1745	1721
COc1ccccc1NC(=O)CNC(=O)c1ccc([N+](=O)[O-])cc1	1621	1872
COc1cccc(CNC(=O)CCC2CCCN(C(=O)Cc3ccccc3F)C2)c1 (stereo unspecified)	1516	1971
Cc1ccc(C(c2c(O)nc3n(c2=O)CCS3)c2c(O)nc3n(c2=O)CCS3)cc1	1722	1845
Cc1ccc(NS(=O)(=O)c2ccc(C)c(NC(=O)COc3ccc4ccccc4c3)c2)c(C)c1	1847	2210
Cn1c(=O)n(C)c2cc(/C=N/NC(=S)NCc3ccccc3)ccc21	1662	2144
CC(C)(C)n1nnnc1C(c1ccccn1)N1CCN(C(c2ccccc2)c2ccccc2)CC1 (stereo unspecified)	1801	1879
O=C(NC1c2ccccc2-c2ccccc21)c1ccccc1	1574	1667
C[C@H]1C(=O)N(C)CCN1Cc1cn(C)nc1-c1ccc(Oc2ccccc2)cc1	1768	1738
Cc1oc2cc(O)ccc2c(=O)c1Oc1ccccc1Br	1427	1599
Cc1ccc(-n2c(=O)c3ccccc3n(CC(=O)NCc3ccco3)c2=O)cc1	1770	1455
CC(=O)Oc1ccccc1-c1nc(C)nc(N(C)C(C)=O)n1	1434	1850
CCOC(=O)c1noc(C)c1C(=O)Nc1nccs1	1594	1500
Cc1sc(NC(=O)C2CCCO2)c(C#N)c1C (stereo unspecified)	1738	2068
Cc1ccc(C(c2nnnn2CS(=O)(=O)c2ccc(C)cc2)N2CCCC2)cc1 (stereo unspecified)	1674	1818
O=C(COC(=O)CNS(=O)(=O)c1cccc(Br)c1)Nc1ccccc1Sc1ccccc1	1636	1803

Rewritten with values under each structure: part of the list above
Below each compound – SRC3 TRFRET art | SRC1 TRFRET art
O=C(N=Nc1c(O)[nH]c2ccccc12)c1cc(-c2ccc(F)cc2)n[nH]1
  1587 | 2031
O=C(CN1CC[n+]2c(-c3cccs3)csc21)c1ccc(-c2ccccc2)cc1
  1554 | 1726
CCn1c(CNC(=O)c2ccco2)nnc1SCC(=O)c1ccc(OC)cc1
  1783 | 1805
CC(C)c1csc(CN2CCC(N3CCC(C(=O)N4CCOCC4)CC3)CC2)n1
  1546 | 1646

New compounds follow.
molecule	SRC3 TRFRET art	SRC1 TRFRET art
C/C(=N\NC(=O)c1cc(-c2ccncc2)nc2ccccc12)c1ccc(OC(F)F)cc1	1526	1784
COc1cccc(-n2cnc3c(sc4nc(N5CCOCC5)c5c(c43)CCCC5)c2=O)c1	1536	1768
CC(=O)N(C)c1ccc(NC(=O)Nc2ccc(C)cc2)cc1	1584	1919
CC(C)Cc1cc(C(=O)NCCN2CCOCC2)no1	1589	1623
Cc1c(-c2ccccc2)[n+](=O)c(-c2ccc(Cl)cc2)c(C)n1[O-]	1619	1920
O=C(Cn1c(CO)nc2ccccc21)NC1CCCCCC1	1276	1639
Cc1ccc(OCC(=O)OC2CCCN(C)C2)cc1 (stereo unspecified)	1860	1730
Cc1cc(F)ccc1S(=O)(=O)Nc1ncnc2sc3c(c12)CCC3	1334	1780
CCCCN(C)C(=O)c1nc2ccccn2c1CN1CCN(c2cnccn2)CC1	1304	1881
CCN(CC)c1ccc(C=C(c2nnnn2-c2ccccc2)c2nnnn2-c2ccccc2)cc1	1374	1480
CCCn1c(SCC(=O)NC(C)(C)C)nnc1-c1ccco1	1513	1593
C=CCNC(=O)C(=O)NCCOc1ccccc1Cl	1544	1860
COc1ccc(CN(C(=S)Nc2ccccc2)C2CC(=O)N(c3ccccc3)C2=O)cc1 (stereo unspecified)	1627	1653
OC(c1ccccc1)c1nccc2ccccc12 (stereo unspecified)	1385	1850
O=C(NCCc1ccccc1)C1CCN(S(=O)(=O)N2CCCCCC2)CC1	1733	1717
N#CCCn1c(C(C#N)(CCC#N)CCC#N)nc2ccccc21	1681	1748
CCOC(=O)c1c(C)nc(C)c(C(=O)OCC)c1-c1ccc(Br)cc1	1829	1930
Cc1onc(-c2ccccc2)c1C(=O)OCC(=O)c1ccccc1	1390	1652
COC1=C(N)C(=O)c2nc(-c3nc(C(=O)O)c(C)c(-c4ccc(OC)c(OC)c4O)c3N)ccc2C1=O	1608	1792
COc1ccccc1NC(=O)c1ccc(-c2ccccc2[N+](=O)[O-])o1	1722	1918
O=C(N/N=C/C=C\c1ccccc1[N+](=O)[O-])c1cccs1	1548	1960
CCOC(=O)C(=O)NNc1ccccc1C	1741	2060
COc1ccc(CNC(=O)c2cc(C)nc3ccccc23)cc1OC	1504	1655
OCCC1CN(Cc2cccn2-c2nccs2)CCN1CCc1ccccc1 (stereo unspecified)	1412	1815
CN(Cc1ccc(F)cc1)C(=O)c1cc(COc2ccc(F)cc2F)on1	1666	1716
CC1(c2ccc(C#N)cc2)NC(=O)N(CC(=O)Nc2cc(S(=O)(=O)N3CCOCC3)ccc2Cl)C1=O (stereo unspecified)	1702	2115
CCSC1=N/C(=C\c2cccnc2)C(=O)N1c1ccccc1	1463	1776
CCSC1=NCCN1C(=O)c1ccc(S(=O)(=O)N(C)C)cc1	1553	2019
COCCCN=C1NN=C(c2cc(C)n(Cc3ccco3)c2C)CS1	1322	1602
O=S(=O)(c1ccc(Br)cc1)c1nc(-c2ccco2)oc1NCC1CCCO1 (stereo unspecified)	1540	1722
CC(C)OC(=O)NS(=O)(=O)c1cccc([N+](=O)[O-])c1	1526	1506
Cc1ccc(Sc2ncccc2C(=O)NC2CCCCCC2)cc1C	1360	1799
CC(C)CCNC(=O)C(c1ccncc1)N(C(=O)Cn1nnc(-c2ccc(F)cc2)n1)c1ccccc1F (stereo unspecified)	1550	1854
O=C(C1=C[C@@H](C2CCCCC2)C[C@@H](OCCCCO)O1)N1CCN(Cc2ccc3c(c2)OCO3)CC1	1661	1551
COc1ccc(/C=C/C(=O)NCCN=C2NS(=O)(=O)c3ccccc32)cc1	1541	1830
O=C1C2C3C=CC(C4CC34)C2C(=O)N1/N=C/c1c[nH]c2ccccc12 (stereo unspecified)	1632	1880
CCC(C(=O)OCC(=O)NC(=O)NC(C)(C)C)c1ccccc1 (stereo unspecified)	1795	2120
CCOC(=O)c1c(C)nc(C)c(C(=O)OCC)c1-c1ccc(O)c(OC)c1	1777	1806
Cc1ccsc1C(=O)OCC(=O)Nc1cccc(S(=O)(=O)N2CCOCC2)c1	1766	1790
CCCC1=C([O-])C2N=CC=CC2=[N+](c2ccccn2)C1=O (stereo unspecified)	1290	1660
CCOC(=O)c1ccccc1NC(=S)N1CCC(C)CC1	1676	1897
COc1cccc(-c2cc(C(F)(F)F)n3ncc(C(=O)N4CCc5ccccc5C4)c3n2)c1	1799	1716

Compound activity (PubChem BioAssay)
